Screening results (PubChem BioAssay)
POLI inh = DNA polymerase iota (human) inhibition; Potency, µM (top dose mostly 115 µM), inactives show at the highest dose activity, negative = inhibition, actives largely listed as inhibitors; Pol iota fluorescent replication assay, 10 min; Q9UNA4; hit rate 1% among 390,000; further: potency means the concentration at half of the fitted maximal effect
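Pol iota at 10 nM preincubated 15 min with compounds at room temperature; reaction started with fluorescent substrate, 50 nM final. Fluorescence read kinetically at 0 and 10 min; buffer-only wells as negative control.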
ERG Ets-DNA blk = ERG Ets/DNA interaction inhibition; fluorescence polarization, His-ERG Ets domain / labelled DNA; AID 624246; P11308; hit rate 0.028% among 370,000; Potency, µM (series often up to 76.9 µM), without a hit: at the top dose FP activity, negative = inhibition, most hits filed as inhibitors; active means well fitted inhibition curve with a large enough effect in the polarisation, with a control signal flat; inconclusive means small, poorly fitted or top-dose-only effect, or effect the other way, or a change in a side signal; inactive means no such curve, though single readings can be large or run the other way; the % refers to the polarisation;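 further: polarization taken with two DNA probes labelled with fluorescein and Texas red; potency means the concentration at half of the fitted maximal effect; % of control where 0% means no effect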
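His-tagged ERG Ets domain (1 uM in the protein solution; 300mM KCl, 50mM Tris-HCl, 1mM EDTA, 1mM DTT, pH 7.5) received compound, then a probe mix of 5 nM fluorescein-DNA and 100nM Texas-615-DNA. Fluorescence polarization was read for both dyes.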
POLK inh = inhibitors of human DNA polymerase kappa; hit rate 0.53% among 400,000; purified Pol kappa, fluorescent DNA synthesis assay, 10 min; Potency, µM (series often up to 107 µM), for inactives: top-dose activity, negative = inhibition, hits mostly inhibitors; Q9UBT6; further: potency means the concentration at half of the fitted maximal effect; on the % scale 0 is the no-effect control and ±100 the full control effect
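Fluorescent qHTS in 1536-well format: enzyme (10 nM) and compound sat 15 min at room temperature before 50 nM substrate (final) was added. Signal taken at 0 and 10 min; no-enzyme buffer wells were negative controls.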
TRHR ag = agonists of human TRH receptor; hit rate 0.18% among 360,000; AID 493084; P34981; activation, % at 2 µM; TRHR cells, calcium flux fluo-8, FDSS agonist mode; in the data active means activation above about 30%; further: 0% is about no effect
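Fluo-8-loaded TRHR cells; 10 s baseline, compound added, kinetic Ca2+ fluorescence read 1/s, agonist mode.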
APE1 inh = inhibitors of human APE1 endonuclease; P27695; recombinant APE1, TAMRA/BHQ-2 abasic DNA cleavage fluorescence; Potency, µM (highest dose often 65.8 µM), for inactives: at the highest dose activity change, negative = inhibition, actives largely listed as inhibitors; hit rate 0.35% among 350,000; AID 2517;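 further: potency means the concentration at half of the fitted maximal effect; plate controls were vehicle for no effect and reference inhibitor for full effect; nearly all actives have a fitted effect of over 55% in size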
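Step 1: APE1 (0.75 nM) with compound, 15 min RT. Step 2: add 50 nM fluorophore/quencher THF duplex. Step 3: three fluorescence reads 60 s apart (525/598 nm); read 3 minus read 1 = reaction progress.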
ALOX12 inh = blocks human arachidonate 12S-lipoxygenase; P18054; purified 12hLO, xylenol orange hydroperoxide absorbance; Potency, µM (series often up to 108 µM), inactives show top-dose activity change, negative = inhibition, usual class: inhibitors; hit rate 1.1% among 580,000; AID 1671190; further: potency means the concentration at half of the fitted maximal effect; on the % scale 0 is the no-effect control and ±100 the full control effect
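Purified human 12hLO at 150 nM in 25 mM Hepes, 0.01% Triton X-100, pH 7.0, preincubated 15 min at room temperature with compound. Reaction started with 40 uM arachidonic acid, 30 min at room temperature. Hydroperoxide measured by Fe-xylenol orange, 573/405 nm absorbance ratio.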
BLM helicase inh = blocks DNA unwinding by human BLM helicase; recombinant BLM DNA unwinding, fluorescence dequenching; hit rate 0.2% among 350,000; Potency, µM (titrated, usually from 56.1 µM), inactives show at the highest dose activity change, negative = inhibition, actives largely listed as inhibitors; P54132; AID 2528;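 further: potency means the concentration at half of the fitted maximal effect; plate controls were vehicle for no effect and no enzyme for full effect; nearly all actives have a fitted effect of over 35% in size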
Pol beta inh = blocks human DNA polymerase beta activity; P06746; Pol beta primer extension/strand displacement, fluorescence kinetic; Potency, µM (top dose mostly 114 µM), without a hit: top-dose activity change, negative = inhibition, usual class: inhibitors; hit rate 1.3% among 340,000; further: potency means the concentration at half of the fitted maximal effect; on the % scale 0 is the no-effect control and ±100 the full control effect
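10 nM enzyme + cpd, 15 min RT; start with substrate 50 nM final; read 0 min and after 10 min RT. Corrected, normalized data; 4-parameter Hill curve fit.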
Anesthetic bind = binds horse apoferritin like a general anesthetic; AID 485281; hit rate 0.074% among 350,000; apoferritin/1-aminoanthracene competitive binding, fluorescence; Potency, µM (highest dose often 77.5 µM), for the others: at the highest dose activity change, negative = displacement, usual class: inhibitors; further: potency means the concentration at half of the fitted maximal effect; on the % scale 0 is the no-effect control and ±100 the full control effect; nearly all actives have a fitted effect of over 20% in size
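In PBS, apoferritin at 10 uM is loaded with 1-AMA from a 50% saturated solution. After 10 min of compound exposure at ambient temperature, reduced 535 nm fluorescence indicates probe displacement.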
* = called active by the depositor; ? = inconclusive; . = not tested or not shown; & = joins results of further samples; [ ] = another dose, or the depositor's remark. Unless noted, the call rests on the fitted dose curve; in most records, active means well fitted curve in the direction sought with a large enough effect; inconclusive means small, poorly fitted or top-dose-only effect, or another doubt; inactive means no such curve, though single readings can be large; an effect the other way counts as inactive or inconclusive.

SMILES	POLI inh	ERG Ets-DNA blk	POLK inh	TRHR ag	APE1 inh	ALOX12 inh	BLM helicase inh	Pol beta inh	Anesthetic bind
CCNC(=O)CC1SC(=Nc2ccc(C)cc2)N(CC)C1=O (configuration not stated)	5.9%	8.3%	-2.4%	0.3	-3.5%	-12.3%	-0.7%	1.8%	-10.9%
O=C(c1ccco1)N1CCC2(CC1)CCN(C(c1ccccc1)c1ccccc1)CC2	.	.	4.1%[60.1 µM]	.	2.3%	-26.7%[57.4 µM]	-7.0%	.	.
CCc1c(O)cc2n(c1=O)-c1ccc(Cl)cc1C2(C)C	3.8%	-15.4%	-3.5%	0.4	2.7%	-25.1%	-1.9%	-1.7%	-10.0%
O=C(c1ccccc1Cl)N1CCC(n2cccc2)CC1	1.5%[58.9 µM]	-5.4%	-7.2%	0.2	17.1%	2.8%	-17.1%	-0.3%	3.7%
COCCn1c(SCC(=O)Nc2ccccc2OC)nc2ccccc2c1=O	4.6%	-6.9%	-1.5%	-1.2	0.6%	0.0%	1.7%	3.2%	-13.0%
O=C(NCc1ccncc1)c1cccc(Cn2cc(Br)cn2)c1	-5.4%	6.7%	-4.2%	0.1	-4.1%	?	-5.7%	2.2%	-15.8%
CCCn1c(SCC(=O)Nc2ccc(Cl)cc2F)nc(O)cc1=O	10.3%	3.8%	-4.2%	.	11.7%	0.0%	.	.	.
COc1cccc(N(C(=O)Cn2nnc(-c3ccc(C)o3)n2)C(C(=O)NC2CCCC2)c2ccncc2)c1 (configuration not stated)	19.9%	-2.5%	-10.2%	1.2	-11.9%	?	-7.1%	53.5%	-2.0%
COC(=O)C1=C(C)N(Cc2ccccc2)C(=NCC(C)C)N[C@H]1c1cccc(C(F)(F)F)c1	-15.4%	-0.9%	0.4%	.	-8.0%	.	.	.	.
Cc1nnc(SCC(=O)Nc2cc(Cl)ccc2Cl)n1CC1CCCO1 (configuration not stated)	128.7%[activator]	-0.6%	-15.9%	0.2	15.4%	-1.9%	-0.1%	?	-0.8%

Exported as a markdown table: part of the list above
| smiles | POLI inh | ERG Ets-DNA blk | POLK inh | TRHR ag | APE1 inh | ALOX12 inh | BLM helicase inh | Pol beta inh | Anesthetic bind |
| --- | --- | --- | --- | --- | --- | --- | --- | --- | --- |
| COc1cccc(N(C(=O)Cn2nnc(-c3ccc(C)o3)n2)C(C(=O)NC2CCCC2)c2ccncc2)c1 (configuration not stated) | 19.9% | -2.5% | -10.2% | 1.2 | -11.9% | ? | -7.1% | 53.5% | -2.0% |
| COC(=O)C1=C(C)N(Cc2ccccc2)C(=NCC(C)C)N[C@H]1c1cccc(C(F)(F)F)c1 | -15.4% | -0.9% | 0.4% | . | -8.0% | . | . | . | . |

The list goes on.
SMILES	POLI inh	ERG Ets-DNA blk	POLK inh	TRHR ag	APE1 inh	ALOX12 inh	BLM helicase inh	Pol beta inh	Anesthetic bind
Cc1ccc(O)c(-c2cc(-c3ccccc3F)[nH]n2)c1	-17.2%	-1.9%	-7.6%	0.2	-5.6%	15.2%	-7.4%	?	-17.1%
O=C(CSc1ncn[nH]1)N1N=C2/C(=C\c3ccco3)CCCC2C1c1ccco1 (configuration not stated)	-0.6%	6.3%	-15.4%	.	.	-2.7%	.	.	.
CCOc1ccc(/C=N/OCC(=O)Nc2cc(C)on2)cc1	23.0%	8.8%	6.9%	3.0	1.9%	21.7%	-4.2%	0.4%	-12.4%
CC(C)N(C)S(=O)(=O)c1ccc(NC(=O)CSC(=S)N2CCCC2)cc1	12.8%	1.0%	-9.7%	0.8	8.7%	-23.6%	.	.	.
COc1ccc2c(c1)Cc1sc(NC(=O)c3cccc(C)c3)nc1-2	8.91µM*	1.3%	-27.8%	-0.6	.	?	-21.7%	22.2%	-5.0%
COc1ccc(N(C(C)C(=O)N(C)Cc2ccccc2)S(C)(=O)=O)cc1 (configuration not stated)	-23.1%	-3.4%	1.2%	0.1	10.7%	0.0%&0.7%	-5.1%	-11.4%	-3.3%
COc1ccc(-n2c(=O)c3c4c(sc3n(Cc3c(F)cccc3Cl)c2=O)CN(C(C)=O)CC4)cc1OC	9.6%	1.8%	-0.4%[60.1 µM]	-0.2	.	-40.0%	3.4%	22.6%	0.8%
O=C(CN1C(=O)c2ccccc2S1(=O)=O)N1CCCCC1	-6.6%	3.9%	-3.7%	0.5	5.4%	-15.8%	-3.2%	22.0%	-3.4%
O=C(NC1(C(F)(F)F)N=C2SCCN2C1=O)c1ccccc1F (configuration not stated)	8.3%	-1.0%	0.9%	0.9	-1.7%	-0.2%	-1.4%	0.1%	-0.3%
COc1cc(OC)cc(C(=O)OCC(=O)Nc2cccc(S(=O)(=O)NC3=NCCCCC3)c2)c1	60.6%[activator]	-6.5%	-13.3%	.	22.1%	5.8%	.	.	.

Reformatted with values under each structure: part of the list above
Each structure is followed by: POLI inh, ERG Ets-DNA blk, POLK inh, TRHR ag, APE1 inh, ALOX12 inh, BLM helicase inh, Pol beta inh, Anesthetic bind
CCc1c(O)cc2n(c1=O)-c1ccc(Cl)cc1C2(C)C
→ 3.8%, -15.4%, -3.5%, 0.4, 2.7%, -25.1%, -1.9%, -1.7%, -10.0%
O=C(c1ccccc1Cl)N1CCC(n2cccc2)CC1
→ 1.5%[58.9 µM], -5.4%, -7.2%, 0.2, 17.1%, 2.8%, -17.1%, -0.3%, 3.7%
COCCn1c(SCC(=O)Nc2ccccc2OC)nc2ccccc2c1=O
→ 4.6%, -6.9%, -1.5%, -1.2, 0.6%, 0.0%, 1.7%, 3.2%, -13.0%

The results go on.
SMILES	POLI inh	ERG Ets-DNA blk	POLK inh	TRHR ag	APE1 inh	ALOX12 inh	BLM helicase inh	Pol beta inh	Anesthetic bind
COc1ccc(OC)c(/C=C/c2nc3ccccc3c(=O)n2-c2ccc(F)c(Cl)c2)c1	21.3%	6.5%	-8.0%[60.1 µM]	-0.6	.	3.7%	-3.6%	6.2%	11.5%
COc1ccccc1NS(=O)(=O)c1ccc2c(c1)NC(=O)CC(=O)N2	-15.5%	12.3%	3.5%	0.6	22.1%	-5.3%	-1.5%	-0.1%	-16.6%
CCCn1c(CNC(=O)c2cccs2)nc2ccccc21	-5.3%	-6.9%	9.2%	0.5	-3.7%	21.0%	1.0%	16.0%	-10.0%
CCOc1ccc(OCC)c(NC(=O)CSCC(=O)O)c1	7.3%	0.5%	0.0%	-0.2	2.4%	12.0%	-0.1%	0.3%	-6.0%
O=C(N/N=C/c1cccc(F)c1)c1c(O)c2ccccc2[nH]c1=O	156.7%[activator]	8.1%	-4.2%	-0.2	3.0%	14.7%	-2.9%	-15.9%	-3.4%
Cc1cccc(/C=C2/SC(=O)N(Cc3ccccc3)C2=O)n1	-23.8%	-3.0%	-1.2%	0.7	-0.3%	2.5%[57.4 µM]	-5.8%	-1.2%	?
O=C(CCCn1cc([N+](=O)[O-])cn1)N1CCCCC1	110.2%[activator]	-18.8%	0.8%	0.4	-1.1%	-4.8%	-2.2%	34.6%	-12.4%
O=C1c2ccccc2C(=O)N1c1ccc(S(=O)(=O)N2CCN(c3ccccc3)CC2)cc1	10.2%	-0.6%	-1.5%	0.5	0.2%	6.7%	-2.7%	-1.7%	-16.4%
CCN(CC(=O)Nc1c(F)cccc1F)C(=O)c1cc(-c2cccs2)nn1-c1ccccc1	8.7%	13.4%	-2.5%	0.0	-8.0%	6.3%	.	.	.
CN(Cc1ccccc1)C(=O)COC(=O)CCN1C(=O)C2CC=CCC2C1=O (configuration not stated)	-2.5%	-0.8%	-8.6%	1.4	8.6%	0.1%	.	.	.
Cc1cccc2cc(COC(=O)c3cccnc3)c(=O)[nH]c12	-8.8%	8.2%	2.9%	0.4	1.9%	?	-2.6%	0.8%	3.0%
Cc1cccc2cc(C(c3nnnn3CC3CCCO3)N3CCCc4ccccc43)c(=O)[nH]c12 (configuration not stated)	-0.2%	-10.6%	-4.8%	-0.1	4.7%	0.0%	-10.5%	15.7%	-11.3%
COc1cc(NC(=O)CN2C(=O)c3ccccc3Sc3ccc(C(=O)N4CCCC4)cc32)cc(OC)c1	?	-4.7%	0.1%[60.1 µM]	0.1	.	-17.3%	-14.1%	?	-23.9%
O=C(CN1C(=O)c2ccccc2C1=O)Nc1ccccc1F	12.7%	-8.1%	-3.5%	0.4	0.1%	0.0%	0.1%	?	?
COc1ccc(CNC(=O)/C=C/c2cc3c(cc2Br)OCO3)cc1	-10.1%	4.7%	-5.5%	0.2	15.4%	13.3%	-4.0%	26.1%	-15.9%
Cc1ccc(-c2nc3ccccn3c2Nc2ccc3c(c2)OCCO3)o1	8.0%	3.0%	-4.9%	-0.1	.	?	-0.7%	1.2%	-1.4%
CCN1CCN(CCCNC(=O)C(NC(=O)C2CCC(C)CC2)C(C)C)CC1 (configuration not stated)	.	.	.	0.2	3.2%	.	-2.7%	-18.9%	-7.3%
COCCN(C(=O)CCC(=O)Nc1cccnc1)C(C(=O)NC1CCCCC1)c1ccccc1 (configuration not stated)	-0.7%	3.2%	-25.9%	0.1	2.1%	-1.3%	-0.9%	4.1%	-12.3%
Cc1occc1-c1nnc(SCC(=O)Nc2ccc(F)cc2)n1C	-25.4%	13.4%	0.5%	-0.3	50.5%	-11.8%	-0.4%	21.7%	-11.1%
COc1cc(Br)ccc1NC(=O)c1ccccc1-c1ccccc1C(=O)O	1.1%	5.8%	-1.7%	.	.	-7.3%	.	.	.
COc1ccc(CCN(Cc2cccs2)S(=O)(=O)c2ccc(S(=O)(=O)N3CCCCCC3)cc2)cc1OC	28.0%	-0.4%	2.2%	0.0	2.5%	-22.2%	3.6%	2.3%	-2.8%
COc1ccc(OCC(=O)Nc2ccccc2N2CCN(C)CC2)cc1	127.3%[activator]	-1.3%	9.8%	0.9	6.5%[12.4 µM]	-5.1%	5.0%	1.6%	-2.8%
O=C(Nc1ccc(-c2cccc(F)c2)cc1)C1CCCN(Cc2ccccn2)C1 (configuration not stated)	0.4%	30.4%	-8.4%	0.0	-7.6%	387.2%[activator]	-4.4%	20.0%	?

These rows are one share of the data; count on the stated rates, not on these rows.
